SMN2 splice enh – enhancers of SMN2 splice variant expression; Potency, µM (series often up to 46.1 µM), inactives show top-dose activity change, positive = activation, actives largely listed as activators; AID 1458; 2.8% of 210,000 active; HEK293 SMN2-luciferase splicing reporter, luminescence, 30-36 h; note: % of control where 0% means no effect; nearly all actives have a fitted effect of over 55% in size
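qHTS luciferase splicing reporter: luminescence rises when SMN2 exon 7 is included in transfected HEK293 cells. Compound exposure lasted 30-36 h at 37C, with 4.5 mM final sodium butyrate as control, followed by a ONE-Glo read.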
KDM4E inh – blocks human JMJD2E demethylase activity | B2RXH2 | JMJD2E catalytic domain, FDH-coupled NADH fluorescence (FDH is formaldehyde dehydrogenase) | Potency, µM (series often up to 57.1 µM), for the others: at the highest dose activity change, negative = inhibition, usual class: inhibitors | 1.6% of 230,000 active | AID 2147; active = well fitted inhibition curve with a large enough effect, not every such curve was filed as active; inconclusive = small, poorly fitted or top-dose-only effect, or another doubt; inactive = no such curve, though single readings can be large or run the other way;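 note: 0% = wells with enzyme and -100% = buffer wells without enzyme; nearly all actives have a fitted effect of over 50% in size; many of its hits are not listed in these tables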
GoLoco inh red – inhibitors of human Gai1-RGS12 GoLoco interaction (red fluorophore); Gai1:RGS12 GoLoco peptide FP, rhodamine, 10 min; Potency, µM (titrated, usually from 61.6 µM), without a hit: at the top dose activity, negative = inhibition, most hits filed as inhibitors; 0.44% of 230,000 active; AID 880; active = well fitted inhibition curve with a large enough effect, not every such curve was filed as active; inactive = no such curve, though single readings can be large or run the other way; note: % is set by controls: 0 for no effect and ±100 for the full control effect; nearly all actives have a fitted effect of over 30% in size; many of its hits are not listed in these tables
Target sequence (P63096 whole entry, looked up): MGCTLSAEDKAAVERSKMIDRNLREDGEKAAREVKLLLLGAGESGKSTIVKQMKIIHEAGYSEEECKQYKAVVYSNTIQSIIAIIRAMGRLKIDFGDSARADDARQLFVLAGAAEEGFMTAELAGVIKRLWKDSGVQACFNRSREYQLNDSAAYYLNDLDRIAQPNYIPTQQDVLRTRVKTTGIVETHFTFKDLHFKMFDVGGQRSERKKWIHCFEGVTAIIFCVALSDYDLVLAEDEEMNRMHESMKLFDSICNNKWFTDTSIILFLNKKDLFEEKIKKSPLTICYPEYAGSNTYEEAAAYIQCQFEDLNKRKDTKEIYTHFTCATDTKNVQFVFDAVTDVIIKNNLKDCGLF
TRb SRC2 PPI – TRbeta-SRC2 interaction inhibition; P10828; TRbeta-SRC2 peptide binding, fluorescence polarization; receptor liganded with 1 µM T3; Potency, µM (doses to about 106 µM), for inactives: top-dose activity change, negative = inhibition, actives largely listed as inhibitors; 0.065% of 280,000 active; AID 1469;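 note: plate controls were bound peptide for no effect and peptide without receptor for full effect; nearly all actives have a fitted effect of over 50% in size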
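TRb LBD 0.6 uM + Texas Red SRC2 peptide 20 nM, 1 uM T3, Tris buffer w/ 5% DMSO; compound pinned, 5 h RT; FP read ex 555/em 632; normalized to unbound and bound controls.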
TR SRC2 fluor cs – counter-screen for TRb-SRC2 inhibitors: fluorescence interference; TRb/SRC2 Texas Red total fluorescence interference; Potency, µM (top dose mostly 106 µM), for inactives: at the top dose fluorescence change, negative = quenching; 0.29% of 280,000 active; AID 1479; active = well fitted curve in either direction with a large enough effect; inconclusive = small, poorly fitted or top-dose-only effect; note: % is set by controls: 0 for no effect and ±100 for the full control effect
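Flags fluorescent or light-absorbing compounds by total fluorescence, S + 2P, at 555 nm excitation and 632 nm emission. Mixture: 20 nM Texas Red SRC2 peptide, 0.6 uM human TRb LBD, 1 uM T3, 5% DMSO; compound exposure 5 h at ambient temperature.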
LMNA splice mod – LMNA splicing modulation | AID 1487 | Potency, µM (highest dose often 46.1 µM), inactives show top-dose ratio change, negative = inhibition, most hits filed as inhibitors | HeLa LMNA splicing GFP/RFP minigene ratio, 48 h | 0.01% of 200,000 active; active = well fitted inhibition curve with a large enough effect in the signal ratio, with a control signal flat, not every such curve was filed as active; inconclusive = small, poorly fitted or top-dose-only effect, or effect the other way, or a change in a side signal; the % refers to the signal ratio; note: % is set by controls: 0 for no effect and ±100 for the full control effect
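Read-out is the ratio of GFP to DsRed2 object intensity, acquired by 488 nm laser-scanning cytometry on HeLa lamin A-EGFP minigene reporter cells. Compound incubation 48 hrs at 37 °C in Opti-MEM with 2% FBS; DMSO 0.5% final.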
ALDH1A1 inh – blocks purified human ALDH1A1 activity. P00352. Purified ALDH1A1, NADH fluorescence, propionaldehyde substrate. Potency, µM (doses to about 75.3 µM), without a hit: top-dose activity, negative = inhibition, usual class: inhibitors. 7.3% of 220,000 active. AID 1030; active = well fitted inhibition curve with a large enough effect, not every such curve was filed as active; inconclusive = small, poorly fitted or top-dose-only effect, or another doubt; inactive = no such curve, though single readings can be large or run the other way;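 note: plate controls were no enzyme wells and a reference inhibitor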
Target sequence (P00352 whole entry, looked up): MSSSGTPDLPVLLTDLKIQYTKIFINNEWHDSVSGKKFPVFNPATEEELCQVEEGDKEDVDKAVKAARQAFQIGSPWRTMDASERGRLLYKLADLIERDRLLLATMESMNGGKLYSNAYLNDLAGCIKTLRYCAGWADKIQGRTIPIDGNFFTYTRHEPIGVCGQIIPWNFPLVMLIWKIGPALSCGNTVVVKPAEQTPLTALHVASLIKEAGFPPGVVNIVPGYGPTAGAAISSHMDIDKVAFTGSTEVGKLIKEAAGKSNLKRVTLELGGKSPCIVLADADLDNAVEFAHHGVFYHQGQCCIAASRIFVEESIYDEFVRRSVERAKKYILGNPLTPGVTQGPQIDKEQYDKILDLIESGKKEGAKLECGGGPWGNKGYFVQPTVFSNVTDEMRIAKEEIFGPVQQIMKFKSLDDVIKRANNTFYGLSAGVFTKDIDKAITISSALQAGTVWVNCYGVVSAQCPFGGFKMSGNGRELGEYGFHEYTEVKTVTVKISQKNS
RECQ1 inh – inhibitors of human RECQ1 DNA helicase; Potency, µM (highest dose often 57.3 µM), for inactives: at the highest dose activity, negative = inhibition, most hits filed as inhibitors; RECQ1 DNA unwinding, red fluorescence kinetic read; AID 2549; P46063; 0.54% of 240,000 active;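 note: plate controls were vehicle for no effect and no enzyme for full effect; nearly all actives have a fitted effect of over 30% in size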
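RECQ1T1 50 nM; forked duplex (20 bp + 30-nt ss tails) 200 nM, ATP 2 mM final; pH 8.0, 2 mM MgCl2, 2.5 ug/ml poly(dI-dC); 15 min compound preincubation; discontinuous kinetic read over 2 h at RT.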
Active calls of the source: *; i = inactive; ? = inconclusive; / = not tested or not shown; [ ] = dose if it differs, or a comment. Unless noted, calls come from the whole dose curve; as a rule, active = well fitted curve in the direction sought with a large enough effect; inconclusive = small, poorly fitted or top-dose-only effect, or another doubt; inactive = no such curve, though single readings can be large; an effect the other way counts as inactive or inconclusive. Potency is the fitted concentration of half-maximal effect.

SMILES	SMN2 splice enh	KDM4E inh	GoLoco inh red	TRb SRC2 PPI	TR SRC2 fluor cs	LMNA splice mod	ALDH1A1 inh	RECQ1 inh
O=C(c1ccncc1)N1CCC2(CCCN(c3ccc(-c4ccccc4)cc3)C2)CC1	-38.1%[inhibitor]	/	168.1%[activator]	/	/	/	-8.3%	i
O=C(Cn1cnc2ccccc2c1=O)Nc1nnc(SCc2ccc(Cl)cc2)s1	/	4.5%	2.4%	7.0%	-6.1%	/	/	i
COc1ccccc1NC(=O)CSc1nnc(C2CCCCC2)n1C	-16.3%	8.0%	-7.4%	3.3%	3.5%	-6.6%	?	20.2%
[O-]c1c[n+](-c2ccc(-[n+]3cc([O-])on3)cc2)no1	7.8%	25.1µM*	7.9%	0.4%	-8.6%	-30.7%[9.22 µM]	?	i
O=C(c1ccc(C(F)(F)F)cc1)C1CCCN(C(=O)c2csnn2)C1 (configuration not stated)	/	4.3%	0.4%	2.8%	-0.5%	/	-3.9%	-3.0%
COc1cc(/C=N/NC(=O)c2cc(-c3cccn3C)n[nH]2)cc(OC)c1OC	?	-4.7%	5.1%	0.7%	-3.2%	-19.7%	0.9%	i
O=c1c2[nH]c3ccc(Cl)cc3c2ncn1CCN1CCCCC1	-9.0%	-22.3%	10.7%	-4.9%	-1.1%	-1.0%	-4.8%	2.0%
Cn1c(SCC(=O)Nc2ccccc2F)nnc1-c1cccnc1	-0.8%	0.1%	1.1%	-16.7%	-1.2%	-4.5%	12.9%	-0.6%
COc1cccc(C2c3c(oc4ccc(F)cc4c3=O)C(=O)N2CCN2CCOCC2)c1OC (configuration not stated)	7.6%	-16.0%	-4.3%	-13.8%	-2.1%	-5.6%	-1.7%	-0.6%
Fc1ccccc1N1CCN(c2nc3ccccc3n3nnnc23)CC1	7.8%	-2.0%	71.0%[activator]	-8.3%	-4.6%	-9.8%	?	2.0%
Cc1ccccc1OCC(=O)N=Nc1c(O)n(C)c2ccccc12	/	6.3%	-0.5%	6.9%	-5.4%	/	/	-9.7%
COc1ccc(Cc2nc(-c3ccc(Br)o3)no2)cc1OC	-18.2%	-4.2%	2.7%	-0.1%	1.2%	-1.8%	?	-7.4%
CCOC(=O)/C(=N\Nc1ccccc1Cl)N1CCN(Cc2ccccc2)CC1	-24.9%	-3.7%	-6.7%	5.2%	0.1%	?	?	-6.8%
N/C(=N/OC(=O)c1ccc(Cl)cc1)c1ncc([N+](=O)[O-])s1	/	-2.6%	5.9%	1.2%	-1.6%	/	/	-5.6%
O=C1NC(Cc2ccccc2)C(=O)N1Cc1cc([N+](=O)[O-])cc2c1OCOC2 (configuration not stated)	1.0%	0.6%	-4.4%	11.8%	-0.4%	16.7%[46 µM]	-6.7%	-11.1%
COc1ccc(Nc2nnc(SCC(=O)Nc3ccc4[nH]c(=O)[nH]c4c3)s2)cc1	/	-10.3%	8.0%	-0.3%	-1.1%	/	15.8µM*	i
Cc1ccc(NC(=O)CCSc2ccccn2)cc1	14.1µM*	-0.7%	9.5%	3.0%	3.1%	-6.9%	-12.3%	-4.2%
CC(=O)N1CCN(S(=O)(=O)c2cccc(C(=O)NC3CCC(C)CC3)c2)CC1 (configuration not stated)	-0.2%	1.8%	-1.4%	8.7%	0.3%	/	-8.4%	i
Cn1c(/C(C#N)=C/c2ccc(O)cc2)nc2ccccc21	/	-7.8%	-3.9%	6.7%	-1.4%	/	/	-10.4%
O=C(NNC(=O)c1cccs1)Nc1cccc(Cl)c1	6.2%	11.3%	-12.9%	-3.6%	-4.6%	-0.6%	1.3%	i
CC(C)(C)c1nc(Sc2ccc([N+](=O)[O-])cn2)n[nH]1	/	0.1%	0.0%	2.5%	-2.4%	/	/	-3.9%
CC1CN(C(c2ccco2)c2sc3ncnn3c2O)CC(C)O1 (configuration not stated)	2.0%	-19.6%	-3.4%	0.1%	3.1%	5.3%	-10.1%	-7.1%
Cc1cccc(NC(=O)CSc2nnc(CNC(=O)c3cccs3)o2)c1C	-40.1%	5.9%	-1.9%	-3.9%	-2.1%	-8.4%[9.22 µM]	0.4%	-6.2%
Cc1cccc(NS(=O)(=O)c2cccc3nonc23)c1	-15.0%	-7.2%	1.4%	8.8%	-2.5%	/	-5.8%	-2.7%
CC(Oc1ccccc1)C(=O)NCc1cccnc1 (configuration not stated)	-9.2%	-0.3%	-2.5%	-3.1%	-7.5%	-0.3%	5.8%	i

Continued, overlapping the part above by two compounds.
SMILES	SMN2 splice enh	KDM4E inh	GoLoco inh red	TRb SRC2 PPI	TR SRC2 fluor cs	LMNA splice mod	ALDH1A1 inh	RECQ1 inh
Cc1cccc(NS(=O)(=O)c2cccc3nonc23)c1	-15.0%	-7.2%	1.4%	8.8%	-2.5%	/	-5.8%	-2.7%
CC(Oc1ccccc1)C(=O)NCc1cccnc1 (configuration not stated)	-9.2%	-0.3%	-2.5%	-3.1%	-7.5%	-0.3%	5.8%	i
O=C(NCCO)Nc1ccc(Cl)cc1	7.5%	3.3%	16.3%	4.5%	-4.2%	/	3.2%	21.4%
Cc1ccc(S(=O)(=O)NNC(=O)c2csnn2)cc1	12.6%	0.9%	3.8%	1.0%	-2.1%	-1.6%	7.0%	-0.4%
CCn1cc(/C=N\NC(=O)Cc2ccc(Cl)cc2)cn1	-0.6%	14.0%	1.6%	-1.0%	0.8%	9.9%	2.0%	i
Cc1cccc(C)c1NC(=O)c1ccc(-n2cncn2)nc1	19.3%	3.6%	0.6%	-4.7%	-3.9%	-6.5%	0.4%	-1.7%
COc1ccc(C2CC(C(F)(F)F)n3ncc(C(=O)Nc4c(C)n(C)n(-c5ccccc5)c4=O)c3N2)cc1 (configuration not stated)	12.5%	-0.1%	7.6%	-1.5%	-3.1%	-11.4%	?	-1.7%
COc1ccc(C2=C(C#N)C(=O)OC2)cc1	-3.4%	-15.5%	13.1%	0.9%	-4.1%	?	?	-1.5%
CCCCNc1nc(C)nc2c1nc(-c1ccccc1)n2CCCCN(CC)CC	-2.9%	?	-4.3%	5.9%	-3.5%	/	?	i
CCOC(=O)CCCCC1=CC2=CC(=O)C(C)(O)C(=O)C2=CO1 (configuration not stated)	/	/	/	1.5%[11.2 µM]	2.2%[11.2 µM]	/	-7.2%[13.5 µM]	i[11.5 µM]
COc1ccc(-n2c(SCC(N)=O)nnc2-c2cccnc2)cc1	-12.8%	-0.8%	-5.0%	-3.3%	-1.3%	-7.1%	?	0.0%
CCCCC(NC(=O)c1cccc(Br)c1)C(=O)O (configuration not stated)	-3.7%	-9.0%	5.0%	-10.8%	-0.8%	/	5.4%	i
O=C(Oc1ccccc1)N1CCC2(CCCN(c3ccncc3)C2)CC1	-29.7%	/	5.1%	/	/	/	-7.6%	-8.9%
COC(=O)c1cc2oc(C)cc2n1CC(=O)N(C)c1ccccc1	-11.7%	-3.6%	-6.5%	0.9%	0.8%	6.8%	-10.1%	-12.5%
N#Cc1nc(COc2ccc(F)cc2)oc1N1CCCC1	0.0%	11.6%	7.9%	5.4%	0.0%	2.5%	-3.5%	13.3%
Cc1ccc(N(C(=O)CCC(=O)Nc2cc(C)on2)C(C(=O)NC2CCCC2)c2ccncc2)cc1 (configuration not stated)	?	-17.8%	-14.0%	-1.5%	1.1%	4.7%	-5.0%	-0.8%
COc1cc(OC)c(C2N(c3ccccn3)C(=O)C3CCCN32)cc1OC (configuration not stated)	0.4%	?	5.5%	-0.7%	2.6%	3.8%	4.5%	19.5%
CC1CCc2nn(CC(=O)N3CCc4ccccc43)cc2C1 (configuration not stated)	14.6%	1.9%	6.0%	-6.1%	-2.6%	3.9%	1.9%	-4.0%
CC(C)(C)OC(=O)N/N=C/c1cc(N=Nc2ccccc2)ccc1O	-23.9%	-7.7%	1.3%	1.5%	-2.2%	-26.0%	-5.2%	-18.3%
CCN(CC(=O)Nc1cc(C)nn1-c1nc(C)cc(C)n1)Cc1ccccc1	-6.6%	1.4%	3.7%	4.6%	3.1%	-18.4%	20µM*	3.9%
Cc1cccc(C(C)C)c1NC(=O)c1cccnc1	17.5%	11.9%	9.4%	3.7%	-0.7%	-5.2%	6.5%	-1.5%
O=C(NCc1nc(-c2ccccc2)no1)c1cccs1	-10.9%	0.7%	-0.3%	2.6%	-5.0%	?	7.9%	-0.8%
COc1ccc(-c2cn3cccnc3n2)cc1NC(=O)c1cc(OC)c(OC)c(OC)c1	21.0%	?	21.8%	-5.6%	-1.8%	?	?	-13.6%
O=C(CSc1nnc(-c2cccs2)o1)N1CCOCC1	-0.9%	2.0%	2.8%	-12.8%	-2.1%	-6.8%	-3.9%	-9.0%
CCOc1ccc(Br)cc1S(=O)(=O)NCc1ccc(S(N)(=O)=O)cc1	24.8%	-19.7%	26.3%	4.8%	1.7%	/	18.3%	i
COc1cc(NS(=O)(=O)c2ccc(NC(=S)NC(=O)/C=C/c3ccco3)cc2)ncn1	5.5%	-9.3%	13.3%	-2.2%	-4.6%	/	?	i
CCc1ccc2nc(Nc3nc(COC)cc(=O)[nH]3)nc(C)c2c1	-33.5%[inhibitor]	2.0%	11.7%	-0.1%	-1.5%	-15.2%	?	-1.0%
O=C(NCc1nc(-c2ccccc2)no1)c1ccc2c(c1)OCO2	5.1%	-0.1%	7.1%	8.1%	-1.7%	-0.1%	-6.7%	i
COC(=O)c1ccccc1NC(=O)COC(=O)CSCC(=O)N1CCOCC1	-7.6%	-25.7%	11.7%	-14.9%	0.7%	?	-0.7%	-16.6%
CC(C)c1nnc(SCC(=O)NCc2ccc3c(c2)OCO3)n1C	-2.6%	-1.4%	-3.5%	-8.0%	-5.1%	-1.5%	-0.2%	-6.1%
COc1ccc(NCC(=O)Nc2ccccc2C#N)cc1Cl	-7.4%	-3.0%	7.8%	-16.8%	0.3%	8.8%	?	i
CCCc1c(O)c2ccccc2n(-c2ccccc2)c1=O	-7.3%	?	3.2%	6.5%	-0.3%	-0.6%	?	-5.2%

An excerpt (hit frequency here may not be typical).
